# GAA inhib: blocks human lysosomal alpha-glucosidase. P10253. purified human GAA, 4-MU-alpha-glucoside fluorescence. Potency, µM (series often up to 76.9 µM), for inactives: at the top dose activity change, negative = inhibition, most hits filed as inhibitors. 200,000 tested, 0.005% active. AID 1466;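 note: plate controls were uninhibited enzyme wells for no effect and no-enzyme background for full effect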
#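 Fluorogenic assay: 4 nM human alpha-glucosidase with 400 uM 4-methylumbelliferyl-alpha-D-pyranoside in 50 mM citrate/phosphate, 0.005% Tween-20, pH 5.0, 20 min at room temperature. Compounds tested up to 77 uM; AC50 from Hill fits.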
# Tau fluor cs: counter-screen for tau fibril formation inhibitors; AID 1463; 280,000 tested, 0.93% active; tau K18 P301L Alexa594 fluorescence, heparin fibrillization; Potency, µM (series often up to 57.7 µM), for inactives: at the top dose activity change, negative = decrease; note: % is set by controls: 0 for no effect and ±100 for the full control effect; nearly all actives have a fitted effect of over 55% in size
#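 Human K18 P301L tau (15 uM unlabeled plus 0.24 uM Alexa 594-labeled, final) in 100 mM sodium acetate pH 7 was mixed with compound and 20 uM heparin and incubated 6 hr at 37 C.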
# GAA spleen mod: lysosomal alpha-glucosidase (human) modulation. P10253. human spleen homogenate, 4-MU-alpha-glucoside fluorescence. Potency, µM (titrated, usually from 79.9 µM), for inactives: at the highest dose activity change, negative = inhibition, most hits filed as inhibitors. 240,000 tested, 0.006% active;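 note: 0% = enzyme with vehicle and -100% = no enzyme basal signal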
#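 Human spleen homogenate (1 ug) incubated with compounds and 1 mM 4-methylumbelliferyl-alpha-D-glucopyranoside in pH 5.0 citrate/phosphate buffer, 37 C, 40 min. Stopped at pH 10; 4-MU fluorescence (Ex 365/Em 440 nm); AC50 by Hill fit.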
# aGal spleen mod: inhibits or activates alpha-galactosidase in human spleen homogenate; P06280; human spleen homogenate, 4MU-alpha-Gal fluorescence, 40 min; Potency, µM (top dose mostly 80 µM), inactives show at the highest dose activity change, negative = inhibition, actives largely listed as inhibitors; 240,000 tested, 0.008% active; AID 2107;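 note: 0% = enzyme with vehicle and -100% = no enzyme basal signal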
# Target sequence (P06280 32-429 limits assumed): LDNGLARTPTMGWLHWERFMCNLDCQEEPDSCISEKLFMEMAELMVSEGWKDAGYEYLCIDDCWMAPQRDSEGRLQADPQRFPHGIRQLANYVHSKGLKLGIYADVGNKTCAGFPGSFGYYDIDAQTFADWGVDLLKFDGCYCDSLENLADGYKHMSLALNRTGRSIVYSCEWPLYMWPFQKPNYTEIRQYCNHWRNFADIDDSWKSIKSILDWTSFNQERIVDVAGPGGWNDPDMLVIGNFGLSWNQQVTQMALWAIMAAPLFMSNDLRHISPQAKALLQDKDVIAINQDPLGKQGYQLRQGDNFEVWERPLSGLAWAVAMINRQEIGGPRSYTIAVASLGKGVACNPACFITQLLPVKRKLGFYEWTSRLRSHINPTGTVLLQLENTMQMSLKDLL
#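 Human spleen homogenate (1 ug) as enzyme source, 4-methylumbelliferyl-alpha-D-galactopyranoside 1 mM final, citrate/phosphate pH 5.0 with 0.01% Tween-20. Compounds 40 min at 37C, NaOH/glycine stop; fluorescence Ex 365/Em 440, Hill-fit AC50.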
# Tau ThT inhib: tau fibrillization inhibition (ThT binding) | P10636 | recombinant tau K18 P301L (four-repeat tau fragment), heparin-induced fibrillization, ThT fluorescence | Potency, µM (top dose mostly 57.4 µM), for the others: at the highest dose activity, negative = inhibition, hits mostly inhibitors | 270,000 tested, 2.1% active; note: % is set by controls: 0 for no effect and ±100 for the full control effect; nearly all actives have a fitted effect of over 55% in size
# Target sequence (P10636 561-689 P618L limits assumed): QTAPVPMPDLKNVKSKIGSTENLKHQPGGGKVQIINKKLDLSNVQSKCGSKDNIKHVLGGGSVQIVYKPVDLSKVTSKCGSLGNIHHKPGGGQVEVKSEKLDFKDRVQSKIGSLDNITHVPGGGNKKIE
#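 In this qHTS, human K18 P301L tau is incubated with compound and heparin for 6 hr at 37 C, and Thioflavin T fluorescence then reports fibril load.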
# Tau FP inhib: blocks human tau fibril formation measured by polarization; P10636; K18 P301L tau heparin fibrillization, Alexa594 FP, 6 h; Potency, µM (highest dose often 57.7 µM), for the others: at the top dose activity, negative = inhibition, actives largely listed as inhibitors; 280,000 tested, 0.39% active; note: % is set by controls: 0 for no effect and ±100 for the full control effect; nearly all actives have a fitted effect of over 55% in size
#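 Human K18 P301L fragment (15 uM unlabeled plus 0.24 uM Alexa 594-labeled) in 100 mM sodium acetate pH 7 with compound, aggregation induced by 20 uM heparin for 6 hr at 37 C. ThT (30 uM) added for 1 hr, then Alexa 594 FP read.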
# GAA glycogen: alters human alpha-glucosidase cleavage of glycogen. recombinant GAA, glycogen substrate, Amplex Red glucose oxidase fluorescence. P10253. AID 2100. 300,000 tested, 0.38% active. Potency, µM (titrated, usually from 76.4 µM), without a hit: at the top dose activity change, negative = inhibition, actives largely listed as inhibitors;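 note: 0% = full enzyme reaction and -100% = no-enzyme basal signal; the screen sought inhibitors and activators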
#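 qHTS, 1536-well; enzyme 4 nM final; cpd up to 77 uM; substrate bovine liver glycogen 30 ug; 50 mM citrate/phosphate pH 5.0, 0.01% Tween-20; 37 C, 40 min; Amplex Red detection 45 min RT; Hill fit → AC50.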
# HTT ATP protect: Huntington cell model cytoprotection by ATP luminescence; AID 1471; PC12 HTT-Q103 induced, cytoprotection, ATP luminescence, 40 h; Potency, µM (doses to about 56.4 µM), for inactives: cytoprotection (ATP increase), hits mostly activators; 230,000 tested, 0.14% active;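 note: % of control where 0% means no effect; nearly all actives have a fitted effect of over 45% in size; toxic huntingtin expression switched on by the ecdysone agonist tebufenozide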
#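 ATP quantification (ATPlite) reports survival of PC12 cells in which tebufenozide, 100 nM final, switches on Htt exon 1 with 103 glutamines linked to GFP; compounds are titrated.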
# The depositor's hits bear a star; ? = inconclusive; . = no result given; & = joins results of further samples; [ ] = another dose, or the depositor's remark. Calls come from the whole dose curve; as a rule, active = well fitted curve in the direction sought with a large enough effect; inconclusive = small, poorly fitted or top-dose-only effect, or another doubt; inactive = no such curve, though single readings can be large; an effect the other way counts as inactive or inconclusive. Potency is the fitted concentration of half-maximal effect. These rows are one share of the data; count on the stated rates, not on these rows.
# Letter code – A = GAA inhib; B = Tau fluor cs; C = GAA spleen mod; D = aGal spleen mod; E = Tau ThT inhib; F = Tau FP inhib; G = GAA glycogen; H = HTT ATP protect
CCN(CC)C(=O)c1ccc(NC(=O)Cn2nc(C)c3ccccc3c2=O)cc1
  A = -12% | B = 4% | C = -9% | D = -10% | E = 6% | F = -6% | G = 9% | H = 27%

CC(C)(C)n1cccc1/C=C1\C(=O)NC(=O)N(c2ccccc2)C1=O
  A = -1% | B = -1% | C = -1% | D = 1% | E = ? | F = -9% | G = -2% | H = -17%[0.074 µM]

Cn1cccc1-c1cccnc1
  A = . | B = -1% | C = 2% | D = -16% | E = -1% | F = 0% | G = . | H = -7%

COC(=O)C(c1ccccc1)N1CCCCCC1 (centres undefined)
  A = -4% | B = -3% | C = -2% | D = -3% | E = 3% | F = -2% | G = 4% | H = -6%

CC12CCCCC1=[N+]([O-])CN2O (centres undefined)
  A = 1% | B = -7% | C = -7% | D = -6% | E = -9% | F = -13% | G = ? | H = 6%[1.9 µM]

CC(=O)c1c(O)c(C)c(O)c(Cc2c(O)c3c(c(C(=O)/C=C\c4ccccc4)c2O)OC(C)(C)C=C3)c1O
  A = . | B = ? | C = 1% | D = -6% | E = 16µM* | F = ? | G = . | H = -10%

O=C(N[C@H]1CN2CCC1CC2)c1ccc(Cl)cc1
  A = . | B = -3% | C = -17%&4% | D = 5%&0% | E = 1% | F = -7% | G = . | H = -16%

CCCCn1c(O)c(/C=N/N2CCCCC2c2cccnc2)c(=O)[nH]c1=S (centres undefined)
  A = 1% | B = -4% | C = -8% | D = 14% | E = 2% | F = -2% | G = -7% | H = 7%[10 µM]

Nc1c(C(=O)OC2CCCCC2)c2nc3ccccc3nc2n1CC1CCCO1 (centres undefined)
  A = ? | B = -22% | C = 4% | D = 19% | E = -15% | F = 2% | G = 0% | H = -34%

O=C1NC(=O)N(Cc2ccco2)C(=O)/C1=C/c1cccn1CCOc1ccccc1Cl
  A = -5% | B = 0% | C = 1% | D = -7% | E = 5% | F = -3% | G = 5% | H = 30%[10 µM]

N#Cc1ccccc1Cn1cc(C(=O)c2ccco2)c2ccccc21
  A = ? | B = -26% | C = -5% | D = 4% | E = 5% | F = ? | G = 1% | H = -10%[10 µM]

CCC(CC)C1C(C#N)=C(N)Oc2c1c(=O)oc1ccccc21 (centres undefined)
  A = -1% | B = ? | C = -8% | D = 9% | E = -8% | F = ? | G = -6% | H = 10%[1.9 µM]

CC(C)(Cc1c[nH]c2ccc(Cl)cc12)NCCOc1ccccc1OCC1CC1
  A = . | B = ? | C = -3%&-12% | D = 7%&1% | E = ? | F = -9%&7% | G = . | H = -57%&-80%[inhibitor]

CC(O)(CS(=O)(=O)c1ccccc1)C(=O)Nc1cccc(C(F)(F)F)c1 (centres undefined)
  A = 1% | B = 0% | C = -7% | D = -1% | E = -2% | F = -5% | G = -9% | H = 8%

O=P(NCc1ccccc1)(Oc1ccccc1)Oc1ccccc1
  A = -2% | B = -5% | C = 2% | D = -11% | E = -6% | F = 2% | G = 4% | H = 26%[10 µM]

COc1ccc(CNC(=O)/C=C/c2ccc3[nH]cc(CCN(C)C)c3c2)cc1
  A = . | B = -18%&-8% | C = 2%&3% | D = 2%&-11% | E = -10%&-8% | F = 2%&4% | G = 1% | H = 13%[10 µM]

Brc1ccc(CN2CCNCC2)s1
  A = -2% | B = -6% | C = 5% | D = 4% | E = -2% | F = -10% | G = 12% | H = -14%

C/C(=N\N1CCCCC1c1cccnc1)c1c(O)n(C2CCCCC2)c(=S)[nH]c1=O (centres undefined)
  A = -10% | B = -4% | C = -9% | D = -5% | E = -12% | F = 2% | G = -1% | H = .

CC1=C2C(=CO[C@H](C)[C@H]2C)C(=O)C(C(=O)O)=C1O
  A = . | B = -27% | C = 2% | D = -19% | E = ? | F = -5% | G = . | H = 20%

O=C(CN1CC=C(c2ccccc2)CC1)NC(=O)NCc1ccco1
  A = -1% | B = -11% | C = 5% | D = -11% | E = ? | F = -6% | G = 26% | H = 10%

O=C(c1cccc(C(F)(F)F)c1)C1CCCN(Cc2ccccc2O)C1 (centres undefined)
  A = ? | B = -23% | C = -23% | D = -17% | E = -11% | F = -5% | G = -12% | H = 22%[10 µM]

COc1cc(C)cc(CN2CC=C(c3ccccc3)CC2)c1O
  A = 0% | B = -26% | C = 1% | D = 0% | E = ? | F = -14% | G = -15% | H = -89%[inhibitor]

CC12CC[C@H]3[C@@H](CCC4(O)C[C@H](O)CCC34/C=N/NC(=O)c3ccc(O)cc3)C1(O)CCC2C1=CC(=O)OC1 (some centres undefined)
  A = . | B = 7% | C = -5% | D = 14% | E = . | F = 3% | G = 5% | H = 14%[10 µM]

CCn1c(=O)cc(OCC(=O)N2CCN(Cc3ccc4c(c3)OCO4)CC2)c2ccccc21
  A = 2% | B = 2% | C = 2% | D = 16% | E = -3% | F = -3% | G = 8% | H = -35%

Cc1ccc2oc(-c3ccccc3)cc(=O)c2c1
  A = . | B = -23% | C = 6% | D = -16% | E = ? | F = ? | G = . | H = 10%[1.9 µM]

NC1CCCCC1N=Cc1c(O)n(Cc2ccc(F)cc2)c(=O)[nH]c1=O (centres undefined)
  A = -10% | B = -1% | C = -12% | D = 6% | E = -1% | F = -11% | G = 8% | H = 5%[0.074 µM]

O=c1cccc2n1CC1CC2CN(S(=O)(=O)c2ccccc2)C1 (centres undefined)
  A = 3% | B = 5% | C = -3% | D = 0% | E = 4% | F = 3% | G = 3% | H = 1%

CC1CC2CC(=O)C3CCCN4CCCC2[C@]34C1 (some centres undefined)
  A = . | B = -2% | C = 6% | D = 8% | E = -1% | F = -6% | G = . | H = .

CC1(C)CC(n2[nH]c(=O)c3c2NC(=O)CSC3c2ccc(F)cc2)CCO1 (centres undefined)
  A = -8% | B = -4% | C = 0% | D = 1% | E = -4% | F = 2% | G = 0% | H = -18%

CP(=O)(O)CN1CCCCC1
  A = 0% | B = 8% | C = . | D = -3% | E = 2% | F = 2% | G = 7% | H = -18%

O=C1NC(=O)N(Cc2ccccc2)C(=O)/C1=C/c1cnc(-c2ccccc2)nc1
  A = 5% | B = -21% | C = -1% | D = 4% | E = ? | F = ? | G = 0% | H = -12%

COC(=O)[C@@H]1C[C@@]2(O)[C@@H](O)[C@@H](O)[C@@H](O)C[C@H]2N1Cc1cccnc1
  A = . | B = 2% | C = 3% | D = 0% | E = 0% | F = 0% | G = . | H = -7%

Cc1ccc(-c2nc(CN3C(=O)CN=C(c4ccccc4)c4cc(Cl)ccc43)c(C)o2)cc1
  A = . | B = 1% | C = . | D = . | E = 0% | F = -6% | G = 16%[76.3 µM] | H = .

CCC(=Nc1ccc(OC)cc1OC)c1c(O)n(C2CCCCC2)c(=O)[nH]c1=O
  A = ? | B = -16% | C = 0% | D = 0% | E = -14% | F = -14% | G = -18% | H = -16%[0.074 µM]

O=C(O)C1Sc2[nH]c(=O)sc2C2c3cc(Cl)ccc3OC(=O)C12 (centres undefined)
  A = 6% | B = ? | C = 5% | D = 3% | E = 22µM* | F = -14% | G = 16µM* | H = 0%[0.074 µM]

CC(=O)NC1N=C(C)N(c2ccccc2)C1=O (centres undefined)
  A = 4% | B = ? | C = -4% | D = -1% | E = ? | F = ? | G = -5% | H = 3%[10 µM]

COc1ccc2nc(/N=C/c3c(O)n(-c4cccc(Cl)c4)c(=O)[nH]c3=O)sc2c1
  A = 7% | B = -22% | C = -3% | D = 3% | E = ? | F = ? | G = 8% | H = -15%

CN1C(=O)c2ccccc2NC(=O)C1Cc1ccccc1 (centres undefined)
  A = . | B = 5% | C = -3% | D = -1% | E = -1% | F = 1% | G = 0% | H = 11%[10 µM]

CCCN(C/C=C/I)C1CCc2ccc(O)cc2C1 (centres undefined)
  A = . | B = -16% | C = -9% | D = -28% | E = -11% | F = -3% | G = . | H = 2%

Cc1ccc2nc(N3CCC(C(=O)N4CCC5(CC4)OCCO5)CC3)sc2c1
  A = 0% | B = -14% | C = -2% | D = 7% | E = ? | F = -3% | G = 2% | H = -1%

Cc1ccc(-n2c(O)c(/C=N/N3CCCCCC3)c(=O)[nH]c2=O)cc1C
  A = . | B = -16% | C = 1% | D = 5% | E = -14% | F = -1% | G = ? | H = -15%[10 µM]

OC(CCNCCc1c[nH]c2ccccc12)C(F)(F)F (centres undefined)
  A = -4% | B = -5% | C = 7% | D = 4% | E = -10% | F = 10% | G = -3% | H = 13%[10 µM]

COc1cc(C2NCc3ccccc3-n3cccc32)ccc1O (centres undefined)
  A = -9% | B = 3% | C = 1% | D = -5% | E = -4% | F = 7% | G = -27% | H = 4%[10 µM]

N#CCC(=O)NN1Cc2ccccc2C1=N
  A = -9% | B = 1% | C = -2% | D = 1% | E = -2% | F = -3% | G = 15% | H = 10%[1.9 µM]

CC(C)=CCSc1nnc([C@@H](N)Cc2c[nH]c3ccccc23)o1
  A = 0% | B = -19% | C = 6% | D = -5% | E = -8% | F = 15% | G = -1% | H = 9%

CCOC(=O)/C(C#N)=C1/SC(C)C(=O)N1c1ccc(Br)cc1 (centres undefined)
  A = 3% | B = -17% | C = -3% | D = 9% | E = ? | F = 1% | G = ? | H = -18%

# Four entries already listed, arranged by length of the SMILES, falling.
# Letter code – A = GAA inhib; B = Tau fluor cs; C = GAA spleen mod; D = aGal spleen mod; E = Tau ThT inhib; F = Tau FP inhib; G = GAA glycogen; H = HTT ATP protect
COC(=O)[C@@H]1C[C@@]2(O)[C@@H](O)[C@@H](O)[C@@H](O)C[C@H]2N1Cc1cccnc1
  A = . | B = 2% | C = 3% | D = 0% | E = 0% | F = 0% | G = . | H = -7%

CCC(=Nc1ccc(OC)cc1OC)c1c(O)n(C2CCCCC2)c(=O)[nH]c1=O
  A = ? | B = -16% | C = 0% | D = 0% | E = -14% | F = -14% | G = -18% | H = -16%[0.074 µM]

N#CCC(=O)NN1Cc2ccccc2C1=N
  A = -9% | B = 1% | C = -2% | D = 1% | E = -2% | F = -3% | G = 15% | H = 10%[1.9 µM]

CP(=O)(O)CN1CCCCC1
  A = 0% | B = 8% | C = . | D = -3% | E = 2% | F = 2% | G = 7% | H = -18%

# High-throughput results (PubChem)
